Screens (PubChem BioAssay)
T cell modulator: modulates CD8 T cell binding to vesicles; 2C CD8+ T cell-vesicle binding, flow cytometry; hits give low values; calls only at 7 µM; 330,000 tested, 0.068% active;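 active = response, share of CD8 T cells binding vesicles, and their 90th percentile fluorescence all below set limits, cut at about 80% in these data, passing the limit was not always enough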
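incubation = binding step 1.5 h, 37 °C, antibody labelling 20 min, ice | test system = 2C mouse CD8+ T cells | read-out basis = percent CD8+ FL2 mean versus row control | controls = Peptide-free naked vesicles (low) and QL9 vesicles with 0.7% DMSO vehicle (high) | detection = flow cytometry of vesicle-bound cells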
KOR beta-arrestin-1: KOR antagonists, beta-arrestin recruitment, cell-based, luminescence, uHTS (AID 1778); KOR beta-arrestin recruitment, luminescence, antagonist mode; higher % means a stronger effect; one-dose inhibition, % at 10 µM; IC50 in µM for titrated hits; 290,000 tested, 0.091% active; also: strong numbers were not always called active
KOR beta-arrestin-2: KOR agonists, beta-arrestin recruitment, primary screen, cell-based, luminescence, uHTS (AID 1777). KOR beta-arrestin recruitment, luminescence; higher % means a stronger effect. one-dose activation, % at 10 µM; EC50 in µM for titrated hits. 280,000 tested, 0.02% active; in the data active = activation above about 50%, passing the limit was not always enough; also: a part of the inactive calls stands beside numbers as strong as those of hits
GPR55 LPI antagonism: inhibition of LPI-stimulated GPR55 beta-arrestin translocation – imaging, U2OS, beta-arrestin-GFP, LPI agonist, primary screen (AID 2013); U2OS GPR55 beta-arrestin-GFP translocation imaging, LPI antagonism; higher % means a stronger effect; inhibition, % at 10 µM; hits with a dose series show IC50 in µM; 290,000 tested, 0.13% active;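 active = spots per cell inhibited over 60%, with over 100 cells counted and total cytoplasm intensity under 500,000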;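 also: U2OS cells stably carrying GPR55 and arrestin-GFP stimulated by 5 µM LPI near EC80; imaged beta-arrestin-GFP aggregate spots per cell after agonist stimulation; plate controls were LPI-stimulated DMSO wells for no effect and DMSO wells without LPI for full effect; some results filed as inactive read as strong as hits; confirmed hits need IC50 under 10 µM and bright autofluorescent wells are also inconclusive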
NOD2 inhibition: inhibition of NOD2-driven NF-kB reporter – cell-based, luminescence, uHTS, HEK293 (AID 1566) | HEK293 NOD2/NF-kB luciferase reporter, luminescence; higher % means a stronger effect | 290,000 tested, 0.63% active | one-dose inhibition, % at 4 µM; EC50 in µM for titrated hits; also: many of its hits are not listed in these tables
Myeloid diff MLP: myeloid differentiation induction. ER-HoxA9 myeloid progenitors, lysozyme-GFP differentiation, flow cytometry. calls only at 10 µM. 360,000 tested, 1% active;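 active = normalized GFP-positive differentiation at or above the plate's own cutoff, the solvent-only control mean plus 3 SD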;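 also: cells exposed to compound for four days before flow analysis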
NOD1 NF-kB reporter: NOD1 signaling inhibitors, primary screen, cell-based, luminescence, uHTS (AID 1578); NOD1-driven NF-kB luciferase reporter cells, luminescence; higher % means a stronger effect; one-dose inhibition, % at 4 µM; EC50 in µM for titrated hits; 290,000 tested, 1% active; in the data active = inhibition mostly above about 36%, no sharp cut-off; inactive = mostly below about 34%;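 also: HEK-293T reporter cells stimulated with the NOD1 agonist gamma-tri-DAP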
GPR55 activation: selective activators of receptor GPR55 – imaging, U2OS cells, beta-arrestin-GFP redistribution, primary screen (AID 1961). U2OS GPR55 beta-arrestin-GFP redistribution imaging; higher % means a stronger effect. activation, % at 10 µM, or EC50 in µM where a hit was titrated. 290,000 tested, 0.048% active;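 active = activation above 40% with more than 50 cells counted in the well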;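 also: U2OS osteosarcoma cells stably expressing GPR55 and beta-arrestin-GFP; plate controls were DMSO negative control for no effect and LPI positive control for full effect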
NTR1 agonist: NTR1-driven beta-arrestin-GFP spot formation – imaging, U2OS cells, high content, primary screen (AID 493036). agonist mode. activation, % at 20 µM. 330,000 tested, 0.17% active;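 active = activation at or above 40% of the spot to cytoplasm intensity ratio, with at least 20 cells analyzed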;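 also: 0% = DMSO without peptide and 100% = 100 nM NTR1 peptide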
Target sequence (P30989 whole entry, looked up): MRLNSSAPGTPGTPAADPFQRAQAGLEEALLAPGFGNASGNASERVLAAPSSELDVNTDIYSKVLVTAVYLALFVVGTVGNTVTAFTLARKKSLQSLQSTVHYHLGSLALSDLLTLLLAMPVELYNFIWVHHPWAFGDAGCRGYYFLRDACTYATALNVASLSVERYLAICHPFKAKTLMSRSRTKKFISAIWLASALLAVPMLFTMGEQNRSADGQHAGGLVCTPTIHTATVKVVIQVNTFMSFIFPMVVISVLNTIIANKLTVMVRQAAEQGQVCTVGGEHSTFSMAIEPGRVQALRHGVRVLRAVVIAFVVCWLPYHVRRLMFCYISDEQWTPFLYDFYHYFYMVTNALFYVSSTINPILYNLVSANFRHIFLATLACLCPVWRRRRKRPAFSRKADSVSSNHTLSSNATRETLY
T cell modulator vesicle-bound %: further read-out of T cell modulator, marked with its call; double positive events, %; measured here: CD8+ vesicle-bound cell fraction;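 binding gate set so that unloaded-vesicle control wells show 10% double positive cells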
NTR1 agonist cell count 20 µM: second read-out of NTR1 agonist, no call of its own (marks repeat the call); cell count; measured here: cell count, cytotoxicity flag
Myeloid diff MLP GFP+ MAC1+ %: further read-out of Myeloid diff MLP, marked with its call; GFP+ MAC1+ double positive, %; measured here: differentiation confirmed by MAC1 staining
* hit, by the source's call; i = inactive; . = not tested or not shown; + = active, no number; [ ] = remark or other dose. Rule as the data show it, unless noted: active = inhibition above about 50%; inactive = the rest. Only part of the results is shown; the hit share may differ from the screen's.

SMILES | T cell modulator | T cell modulator vesicle-bound % | KOR beta-arrestin-1 | KOR beta-arrestin-2 | GPR55 LPI antagonism | NOD2 inhibition | Myeloid diff MLP | Myeloid diff MLP GFP+ MAC1+ % | NOD1 NF-kB reporter | GPR55 activation | NTR1 agonist | NTR1 agonist cell count 20 µM
Cc1cc(Cl)nc(-c2ccccc2)n1 | i | 43.7 | -3.5% | -3.1% | -4.9% | -1.6% | i | 0.7 | -47.5% | 0.2% | -0.2 | 36
N#CCCn1c2ccccc2c2nc3ccccc3nc21 | i | 23.8 | -7.3% | -8.1% | 12.1% | -9.9% | i | 0.6 | -35.1% | -0.2% | 3.3 | 49
Nc1nc(N2CCCCC2)nc(N(c2ccccc2)c2ccccc2)n1 | i | 27.6 | 0.5% | -3.7% | 0.2% | 14.0% | i | 2.2 | -3.7% | -0.3% | 9.1 | 57
COc1ccc(NC(=O)NCCN2CCc3ccccc3C2)cc1 | i | 33.7 | -15.7% | 2.2% | 9.9% | 21.9% | i | 1.2 | -17.9% | 0.2% | -0.6 | 58
O=C(Nc1nc2cc3c(cc2s1)OCO3)c1ccc(N2C(=O)CCC2=O)cc1 | i | 26.0 | -5.6% | 0.3% | 5.9% | -4.1% | i | 0.9 | -7.0% | -0.1% | 0.3 | 63
Cc1c(Cl)cccc1NC(=S)N(CCN(C)C)C(C)c1ccco1 (stereo unspecified) | i | 48.8 | 24.2% | -1.8% | -4.6% | 4.7% | i | 0.4 | 1.1% | 0.0% | -0.1 | 60
Cn1c(CO)cnc1S(=O)(=O)Cc1ccc(Cl)cc1 | i | 20.5 | -25.3%[20 µM] | 0.0% | -5.6% | 6.5% | i | 0.1 | -36.0% | -0.1% | -0.8 | 28
COc1ccc(NC(=O)C2CCN(S(=O)(=O)c3cccc4nonc34)CC2)cc1 | i | 25.3 | 4.5% | -3.7% | -2.0% | 2.2% | i | 0.5 | 8.3% | -0.2% | 0.3 | 48
CC1(C)NC(=O)N(CCCSc2ccc(Cl)cc2)C1=O | i | 37.4 | 13.3% | 1.8% | -3.8% | 3.9% | i | 6.4 | 1.5% | -0.1% | 0.0 | 59
CC1CCC(NC(=O)Cn2c(=O)oc3cc(S(=O)(=O)N4CCCC4)ccc32)CC1 (stereo unspecified) | i | 24.0 | 2.0%[20 µM] | -2.2% | -5.1% | 13.3% | i | 3.6 | 4.6% | -0.1% | -2.6 | 60
CC1CCCCC1NC(=S)Nc1cccc(S(=O)(=O)N(C)C)c1 (stereo unspecified) | i | 39.8 | -3.6% | -2.7% | -2.3% | 14.8% | i | 0.4 | -15.9% | -0.3% | 1.8 | 49
CCOc1ccc(-n2c(SCC(=O)Nc3nccs3)nc3c(c2=O)SCC3)cc1 | i | 46.5 | -8.5% | 24.2% | 0.8% | 9.0% | i | 1.0 | -23.6% | -0.1% | 8.1 | 76
C[C@@H]1NC(=O)/C(=C\c2ccccc2Br)NC1=O | i | 47.1 | 30.4% | -4.9% | 18.1% | 1.5% | i | 0.4 | 4.4% | 0.0% | -1.6 | 84
CNc1nc(Sc2ccc(C)cc2)cc(C(F)(F)F)n1 | i | 34.1 | -9.1% | -0.6% | -7.5% | 6.2% | i | 0.3 | -1.7% | -0.1% | 3.4 | 72
CC(=O)N1c2ccccc2C(=O)C1N1CCCCC1 (stereo unspecified) | i | 13.1 | -4.3% | -5.0% | -7.6% | 4.3% | i | 1.2 | -10.1% | -0.1% | -0.3 | 40
Cn1c(/C=C/c2ccc([N+](=O)[O-])o2)nc2ccccc2c1=O | i | 44.2 | 6.0% | -2.8% | 11.9% | 24.3% | . | . | 18.8% | 0.0% | -1.0 | 51
CC(C)n1c(SCC(=O)Nc2nc3c(s2)CCCC3)nc2c1c(=O)n(C)c(=O)n2C | i | 56.2 | 7.0% | -3.5% | -7.3% | 32.3% | i | 0.8 | 22.1% | 2.1% | 8.1 | 54
CN(CCCC[C@H](CNCc1ccc(-c2ccccc2)cc1)N1C[C@H](c2ccccc2)N(CCc2ccc(Cl)c(Cl)c2)C(=O)C1=O)Cc1ccc(-c2ccccc2)cc1 | . | . | 26.5% | 4.8% | 11.0% | 2.5% | . | . | -0.3% | 0.4% | . | .
CSc1nc(N(CCO)CCO)c2sc3nc(-c4ccco4)c4c(c3c2n1)CCC4 | . | . | -43.5% | -1.6% | 10.5% | 0.2% | i | 0.4 | -0.7% | 0.3% | . | .
COc1ccc(OC)c(NC(=O)CCN2CCCC(C)C2)c1 (stereo unspecified) | i | 31.5 | 16.1% | 5.3% | 4.8% | 10.1% | i | 5.0 | 12.9% | -0.1% | -0.1 | 41

Pulled by compound from the entries so far (2):
SMILES | T cell modulator | T cell modulator vesicle-bound % | KOR beta-arrestin-1 | KOR beta-arrestin-2 | GPR55 LPI antagonism | NOD2 inhibition | Myeloid diff MLP | Myeloid diff MLP GFP+ MAC1+ % | NOD1 NF-kB reporter | GPR55 activation | NTR1 agonist | NTR1 agonist cell count 20 µM
COc1ccc(NC(=O)C2CCN(S(=O)(=O)c3cccc4nonc34)CC2)cc1 | i | 25.3 | 4.5% | -3.7% | -2.0% | 2.2% | i | 0.5 | 8.3% | -0.2% | 0.3 | 48
COc1ccc(NC(=O)NCCN2CCc3ccccc3C2)cc1 | i | 33.7 | -15.7% | 2.2% | 9.9% | 21.9% | i | 1.2 | -17.9% | 0.2% | -0.6 | 58

Going on with the list:
SMILES | T cell modulator | T cell modulator vesicle-bound % | KOR beta-arrestin-1 | KOR beta-arrestin-2 | GPR55 LPI antagonism | NOD2 inhibition | Myeloid diff MLP | Myeloid diff MLP GFP+ MAC1+ % | NOD1 NF-kB reporter | GPR55 activation | NTR1 agonist | NTR1 agonist cell count 20 µM
O=C(OC[C@@H]1CCCN2CCCC[C@H]12)c1cc2ccccc2oc1=O | i | 59.3 | 13.7% | -5.7% | 11.0% | -2.3% | i | 0.9 | 0.5% | 1.1% | -2.0 | 71
O=C(COC(=O)/C=C/c1ccc2c(c1)OCO2)NC1CC1 | i | 38.5 | 4.5% | 8.0% | 1.2% | -5.3% | i | 0.6 | -27.1% | -0.3% | 1.9 | 72
CCn1c(SCC(=O)O)nc2sc3c(c2c1=O)CCC3 | i | 56.4 | 5.9% | -5.5% | 4.6% | 6.2% | i | 1.0 | 4.8% | -0.1% | 1.7 | 56
COc1cccc(C(=O)n2cnnc2N)c1OC | i | 30.7 | 28.3% | 1.1% | 24.5% | 7.5% | i | 0.8 | . | -0.1% | 0.5 | 70
CCCCCCCCOC(=O)CCc1c(C)[nH]c(=S)[nH]c1=O | i | 32.9 | -4.9% | -0.5% | -16.9% | 28.6% | i | 0.7 | 8.8% | -0.1% | 1.7 | 53
Cc1cc(C)n2c(SCC(=O)Nc3ncc(C(F)(F)F)cc3Cl)nnc2n1 | i | 59.6 | -15.7% | 0.9% | 1.8% | -0.2% | i | 1.2 | -26.6% | -0.1% | 0.5 | 70
CN=C(Nc1cc(C)nn1-c1ccccc1)c1ccc(F)cc1 | i | 63.3 | 0.9% | -2.2% | 16.1% | 14.4% | i | 6.2 | 7.7% | -0.2% | 0.9 | 40
CC(C)CCn1c(=O)c2ccccc2n2c(=S)[nH]nc12 | i | 6.5 | -3.2% | -5.2% | 6.4% | -12.8% | i | 1.7 | -33.8% | -0.2% | -0.1 | 46
CCS(=O)(=O)Nc1ccc(C(=O)CC2(O)C(=O)Nc3ccc(Br)cc32)cc1 (stereo unspecified) | i | 39.9 | 14.8% | -0.3% | 5.3% | 1.0% | i | 0.5 | -3.0% | -0.1% | -0.1 | 59
Cc1nc(N)sc1C(=O)NN | i | 25.2 | 15.6% | 0.9% | 2.5% | 20.0% | i | 1.0 | 6.6% | 0.6% | -1.6 | 53
Cc1cccc(NC(=O)CSc2nnc(-c3ccncc3)n2CC2CCCO2)c1 (stereo unspecified) | i | 44.5 | -13.6% | -2.0% | 7.3% | 0.7% | i | 0.8 | 10.5% | 0.9% | -0.9 | 43
NS(=O)(=O)c1cccc(NC(=O)c2cc(=O)c3ccccc3o2)c1 | i | 19.3 | -11.5% | 5.5% | 6.1% | -1.8% | i | 0.4 | -9.2% | -0.2% | -2.1 | 50
CCN(c1ccccc1)S(=O)(=O)c1ccc(OC)c(NC(=O)CNC)c1 | i | 43.4 | -8.3%[20 µM] | -4.7% | 24.5% | 13.7% | i | 0.9 | -8.9% | 0.2% | 0.5 | 24
CCOC(=O)C1CCN(C(=O)Nc2ccccc2Cl)CC1 | i | 28.9 | 3.7% | 9.8% | 8.3% | -12.6% | i | 1.6 | 8.4% | 0.3% | 0.5 | 67
CCC(CC)C(=O)N1CCN(c2ccccc2)CC1 | i | 53.4 | -5.1% | -3.1% | 0.9% | 17.6% | i | 0.7 | -20.7% | 0.5% | -0.4 | 63
CCOc1cccc(C(=O)Nc2cccc(C(=O)NC(C)(C)C)c2)c1 | i | 53.4 | -20.7% | 4.6% | 3.5% | 5.1% | i | 0.4 | -15.7% | 0.0% | 1.1 | 49
OCCNCCCCCOc1ccc(F)cc1 | i | 12.6 | -1.6% | 1.0% | -4.0% | 6.4% | i | 3.6 | -25.4% | -1.0% | 0.2 | 39
CCOc1ccccc1NC(=O)CCS(=O)(=O)c1ccc2c(c1)CCN2C(C)=O | i | 34.3 | -31.1% | -0.4% | 13.1% | -0.6% | i | 2.7 | -7.6% | 0.2% | -0.2 | 77
O=C1CN(C(=O)c2ccc(F)cc2)c2ccccc2N1 | + | 1.9* | -24.8% | -1.8% | 10.7% | 10.9% | i | 5.2 | -15.1% | -0.2% | -0.8 | 65
O=C(CCNC(=O)c1ccc([N+](=O)[O-])cc1)N/N=C/c1ccc(F)cc1 | i | 35.9 | -31.3%[20 µM] | -4.7% | 8.9% | -12.6% | i | 0.2 | -16.4% | 0.2% | 1.2 | 55
OC(COc1c(F)cc(Br)cc1F)CN1CCN(c2ccc(F)cc2)CC1 (stereo unspecified) | i | 50.0 | 0.7% | -4.5% | 1.9% | 18.6% | i | 0.6 | 20.4% | 0.0% | 1.3 | 81
COc1cccc(-c2nc(CS(=O)(=O)CC(=O)N3CCc4ccccc43)c(C)o2)c1 | i | 46.5 | 25.9% | -3.2% | -0.5% | 11.6% | i | 1.2 | 4.5% | -0.1% | 2.6 | 46
CCN(CC)C(=O)N1CCN(C)CC1 | i | 20.0 | -17.1% | 1.2% | 2.3% | -1.9% | i | 2.3 | -8.4% | -0.5% | 1.9 | 44
O=C(COC(=O)c1cc[n+]([O-])cc1)Nc1cccc(Cl)c1Cl | i | 16.4 | 12.4% | 1.2% | 13.7% | -11.9% | i | 0.5 | -46.4% | 0.2% | -0.8 | 49
